MOR-DOR ag – agonists of OPRM1-OPRD1 heterodimerization, primary screen, cell-based, luminescence; Mu-type opioid receptor (Homo sapiens) + Delta-type opioid receptor (Homo sapiens), …; cells; activation, % at 9.3 µM; hit rate 0.3% among 340,000; AID 504326, 2011; in the data active = activation above about 18%;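 also: 0% = vehicle-treated cells and 100% = reference agonist; values of inactives mirror those of a sister screen read the other way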
Target sequence (P35372 whole entry, looked up): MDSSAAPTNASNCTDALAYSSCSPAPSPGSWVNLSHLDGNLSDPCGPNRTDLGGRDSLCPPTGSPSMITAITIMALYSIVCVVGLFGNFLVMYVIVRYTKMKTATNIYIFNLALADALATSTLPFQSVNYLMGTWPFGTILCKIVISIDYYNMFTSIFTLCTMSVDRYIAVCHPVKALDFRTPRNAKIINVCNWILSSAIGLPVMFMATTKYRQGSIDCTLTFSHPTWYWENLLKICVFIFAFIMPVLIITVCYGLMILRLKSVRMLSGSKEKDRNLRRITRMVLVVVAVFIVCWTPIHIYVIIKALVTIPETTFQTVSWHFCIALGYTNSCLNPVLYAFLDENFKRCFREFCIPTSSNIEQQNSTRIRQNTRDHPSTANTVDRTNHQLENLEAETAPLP
Target sequence (P41143 whole entry, looked up): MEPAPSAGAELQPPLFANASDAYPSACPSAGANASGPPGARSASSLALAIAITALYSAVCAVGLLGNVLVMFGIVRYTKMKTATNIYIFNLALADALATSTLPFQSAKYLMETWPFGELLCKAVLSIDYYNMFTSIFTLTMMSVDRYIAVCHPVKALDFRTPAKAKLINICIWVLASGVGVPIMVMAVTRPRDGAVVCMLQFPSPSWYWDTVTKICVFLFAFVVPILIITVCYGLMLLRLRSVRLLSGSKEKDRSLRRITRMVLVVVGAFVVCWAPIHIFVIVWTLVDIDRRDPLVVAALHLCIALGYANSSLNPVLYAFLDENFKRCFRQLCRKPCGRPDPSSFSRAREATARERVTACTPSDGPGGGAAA
LANA DNA inh – inhibitors of KSHV C-LANA binding to DNA, primary screen, biochemical, fluorescence polarization, FAM-LBS DNA, MBP-C-LANA, single point | Kaposi's sarcoma herpesvirus LANA C-terminal domain (residues 932-1162) DNA binding | inhibition, % at 9 µM | hit rate 0.078% among 340,000 | AID 504423, 2011;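 active = highest replicate inhibition at or above 60% at 9 µM, even if other replicates fall short; inactive = all replicates below 60% inhibition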;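 also: 0% = neutral control wells and 100% = 4 µM acridine orange control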
CAL-PDZ inh HTS – untagged CAL PDZ binding inhibitors, primary screen, biochemical, fluorescence polarization, HTS; inhibition, % at 24.9 µM; hit rate 0.92% among 300,000; Golgi-associated PDZ and coiled-coil motif-containing protein (Homo sapiens), Q9HD26; purified CAL PDZ, TMR-peptide fluorescence polarization, 1 h;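 active = mean inhibition of at least 30% with at least half of replicates also reaching 30%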;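 also: 0% = DMSO neutral control and 100% = excess unlabeled competitor peptide PRC23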
RTF Ca sens act – cardiac RTF calcium sensitivity activators, primary screen, biochemical, IANBD-TnC fluorescence, EC20 calcium | IANBD-labeled TnC RTF fluorescence at EC20 calcium; 0% EC20 calcium, 100% full calcium | activation, % at 7.2 µM | hit rate 0.24% among 340,000 | AID 493008, 2010;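 active = activation above the mean over all tested compounds plus 3 SD, cut at about 30% in these data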;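 also: rise in fluorescence read as greater calcium sensitivity of cardiac thin filaments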
HTR5A ag ctr – HTR5A agonists in luminescence cell assay, primary screen, counter-screen for OPRM1-OPRD1 heterodimer agonist project, full-deck HTS. activation, % at 9.3 µM. AID 504692, 2011. hit rate 0.61% among 340,000. 5-hydroxytryptamine receptor 5A (Homo sapiens), P47898. cell-based; in the data active = activation mostly above about 9.5%, no sharp cut-off; inactive = mostly below about 7.6%;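 also: 0% = cells with vehicle only and 100% = reference agonist; strong numbers were not always called active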
Keap1 Nrf2 FP – Keap1-Nrf2 protein-protein interaction inhibitors, primary screen, biochemical, fluorescence polarization, single point. AID 504523, 2011. Keap1 Kelch-Nrf2 peptide fluorescence polarization, 1536-well. inhibition, % at 9.4 µM. Kelch-like ECH-associated protein 1 (Homo sapiens), Q14145. hit rate 0.15% among 340,000; in the data active = inhibition above about 12%;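 also: human Keap1 Kelch domain with fluorescein labeled Nrf2 9mer peptide probe; 0% = neutral control wells and 100% = peptide positive control; higher means more block of Keap1 binding to Nrf2 peptide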
RTF Ca sens inh – cardiac RTF calcium sensitivity inhibitors, primary screen, biochemical, IANBD-TnC fluorescence, EC70 calcium | Troponin I, cardiac muscle (Homo sapiens) + Troponin T, cardiac muscle (Homo sapiens) + … | IANBD-labeled cardiac RTF, Ca2+ fluorescence | inhibition, % at 7.15 µM | hit rate 0.12% among 340,000;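 active = inhibition above the mean inhibition of all tested compounds plus 3 SD, cut at about 17% in these data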;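 also: assay run at fixed EC70 calcium of 1.6 mM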
V-ATPase pH – regulators of yeast V-ATPase proton pumping, primary screen, pHLuorin cytosolic pH fluorescence | S. cerevisiae | response, % at 10 µM | hit rate 0.37% among 350,000; in the data active = response mostly above about 7.3%, no sharp cut-off; inactive = mostly below about 5.4%; also: actives read high; inactives centre near 0; some compounds called inactive have numbers as strong as hits; reference of the scale not given here
MOR-DOR inv ag – inverse agonists of MOR-DOR heterodimerization, primary screen, cell-based, luminescence; Mu-type opioid receptor (Homo sapiens) + Delta-type opioid receptor (Homo sapiens), …; cell-based MOR-DOR heterodimer luminescence, inverse agonism; inhibition, % at 9.3 µM; hit rate 0.21% among 340,000; AID 504357, 2011; in the data active = inhibition above about 22%, passing the limit was not always enough;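 also: 0% = cells with DMSO and 100% = wells without cells with DMSO; values of inactives mirror those of a sister screen read the other way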
HTR5A inv ag – HTR5A inverse agonists in luminescence cell assay, primary screen, counter-screen for OPRM1-OPRD1 heterodimer inverse agonist project, full-deck HTS | HTR5A cell line, inverse agonism | inhibition, % at 9.3 µM | hit rate 0.083% among 340,000; in the data active = inhibition mostly above about 23%, no sharp cut-off; inactive = mostly below about 18%;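 also: 0% = cells with DMSO and 100% = no-cell wells with DMSO; some compounds called inactive have numbers as strong as hits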
The depositor's hits bear a star; nt = no result given; & = joins results of further samples.

SMILES	MOR-DOR ag	LANA DNA inh	CAL-PDZ inh HTS	RTF Ca sens act	HTR5A ag ctr	Keap1 Nrf2 FP	RTF Ca sens inh	V-ATPase pH	MOR-DOR inv ag	HTR5A inv ag
CC(C)(C)n1nc2c(c1NC(=O)c1ccc(F)c(F)c1)CS(=O)(=O)C2	-3.5	0.9	-2	-1	2	-1	5	5	19	-12
COCCC(=O)N1CCC(Oc2ccc(C(=O)NCc3csc(C)n3)cc2)CC1	-3.8	0.8	-4	-4	2	-3	-3	-1	20	-1
Cc1cc(C(=O)CSc2nn3c(=O)c(C(C)(C)C)nnc3s2)c(C)n1-c1ccc(F)cc1	-2.7	0.0	-13	2	-6	1	3	0	15	-12
O=C(CC1SC(=Nc2ccccc2)N(CCCO)C1=O)Nc1ccc(Cl)cc1 (stereo unspecified)	0.6	-1.2	-2	-3	0	2	-8	-2	-3	-1
CCN1C(=O)CC(n2c(C)nc3ccccc32)C1=O (stereo unspecified)	nt	-0.2	-4	-7	nt	-3	-3	-2	nt	nt
COc1ccc(OC(C)C(=O)Nc2cccc(F)c2)cc1 (stereo unspecified)	-2.0	-1.0	-6	2	-3	-6	-5	-1	10	-12
O=S1(=O)CCN2C=C(Cl)C=C(Cl)C2=N1	2.7	1.4	10	4	3	0	7	6	-14	-9
CCCCC(=O)NNC(=S)NC(=O)c1cccc([N+](=O)[O-])c1	-2.1	-0.9	-3	-2	2	-1	1	-2	11	-7
CC(=O)CCC(=O)OCC(=O)c1ccc(C(F)(F)F)cc1	-9.0	-1.0	nt	10	5	4	0	1	45*	4
O=C(C1CCN(S(=O)(=O)N2CCOCC2)CC1)N1CCOCC1	-1.4	-0.6	2	-3	-2	-1	-6	2	8	9
COc1cc(C(=O)N2CCN(c3ccc(C)cc3C)CC2)cc(OC)c1OC	-1.3	-0.8	nt	2	2	5	-1	2	7	-5
O=C(NC1CCCC1)c1ccc2c(c1)S(=O)(=O)c1ccccc1C2=O	0.4	-0.2	-5	0	-4	2	3	-1	-2	-23
CS(=O)(=O)Nc1ccccc1C(=O)OCC(=O)NCc1cccs1	-1.8	-2.0	nt	4	0	-3	-2	2	9	1
Cc1cc(NC(=O)c2cccnc2)ccc1NC(=O)c1cc2ccccc2o1	1.1	-1.1	-4	5	8	-6	-4	1	-6	7
CC1CN(C(=O)CCNC(=O)c2ccccc2Cl)CC(C)O1 (stereo unspecified)	-0.6	0.0	-1	-1	-4	2	4	0	3	-2
CCOc1ncccc1C(=O)NCCCSc1ccccc1	-3.7	12	-1	-1	4	1	1	1	18	-17
Cc1nn(-c2c(Cl)cc(Cl)cc2Cl)c(=O)c2ccccc12	0.6	-1.9	-2	-2	-3	-4	-1	-2	-3	7
CCCCNC(=O)NS(=O)(=O)c1ccc(NS(=O)(=O)c2ccccc2)cc1	-2.2	1.2	0	1	1	-7	-4	4	13	-4
CC(C)N1CCC(N2CCN(Cc3ccc(Oc4ncccn4)cc3)CC2CCO)CC1 (stereo unspecified)	-1.3	3.4	1	10	-1	-3	-2	-1	7	23
Cc1ccccc1CNS(=O)(=O)c1ccc2c(c1)C(C)(C)C(=O)N2C	-1.4	0.7	-5	-4	1	2	2	-6	8	-9
Cc1cccc(OC(C)C(=O)N2CCCN(C)CC2)c1C (stereo unspecified)	-3.5	-0.7	nt	-1	-6	2	0	6	18	15
O=C(COc1ccccc1C(=O)Nc1ccccc1)c1ccc(Br)cc1	0.4	-0.2	1	-2	-5	-2	16	3	-2	12
O=C1CCCC(=O)C1=C1SCCCS1	-2.1	0.2	-1	-2	0	-2	-3	0	11	-13
CCn1c(SCC(=O)N2CCN(S(=O)(=O)c3ccccc3)CC2)nnc1-c1cccs1	-0.6	-2.8	11	3	8	1	-21	4	4	-20
COCCNC(=O)/C(C#N)=C/c1c(N2CCN(c3ccccc3)CC2)nc2ccccn2c1=O	-3.7	-2.2	57*	-6	-5	-11	-2	2	17	18
CSc1ccc(/C=N/n2nnnc2N)cc1	-1.6	-0.1	1	1	-2	-4	-13	6	8	2
CC(=O)Nc1cccc(C(=O)N2CCN(S(=O)(=O)Cc3ccccc3)CC2)c1	-0.9	-2.1	nt	-8	3	3	-5	2	5	-12
O=C(c1ccc2oc(Cc3ccc(Cl)cc3)nc2c1)N1CCCCC1CCO (stereo unspecified)	-2.2	-1.2	-1	5	-2	1	-4	0	12	-36
O=C(O)c1cc(Cl)c(Cl)cc1C(=O)Nc1cccc2ncccc12	-1.8	0.9	5	6	1	-2	-7	-2	8	12
Cc1ccc(/C=N/NC(=O)c2cccc(NC(=O)c3ccccc3Cl)c2)o1	-2.3	-0.8	-7	0	0	-2	1	-2	12	12
C=C(C)Cn1c(-c2cccs2)n[nH]c1=S	-0.8	1.0	-4	-3	0	-2	-7	0	4	0
Cc1ccc(S(=O)(=O)N2CCN(C(=O)COc3ccc(-c4nnco4)cc3)CC2)cc1	-0.3	3.0	-6	4	3	-2	-9	-4	2	-9
COc1ccc(Cl)cc1C(=O)NNC(=O)CSc1nnc2ccccn12	-1.7	1.0	-1	3	-10	-7	3	5	9	27*
CCN(CC)C(=O)c1sc(NC(=O)Cc2ccccc2)c(C#N)c1C	-0.3	-0.2	-2	0	0	-2	-12	-6	2	1
CCOc1ccc(C(=O)Nc2ccc(S(=O)(=O)N3CCOCC3)cc2)cc1OCC	-0.6	1.2	-2	-2	5	5	-12	5	3	-14
O=C(NCc1ccc(C(=O)O)cc1)OCc1ccccc1	-2.0	-0.2	4	3	1	-5	-7	0	10	-4
N#Cc1c(N(CCO)CCO)nc(N)c2c(N)nc3c(c12)CC(=O)N3Cc1cccs1	0.1	0.8	-7	3	-2	3	-18	3	0	2
C=CCOC(=O)C1=C(C)NC(C)=C(C(=O)OCC=C)C1c1cn(-c2ccccc2)nc1-c1ccco1	1.8	-1.5	-8	-4	1	5	4	1	-11	1
CCc1cc(SC#N)cc(C)c1N	-4.5	0.7	1	-1	5	-4	-5	1	23	27
COc1ccccc1/C=N/NC(=O)COCC(=O)N/N=C/c1ccccc1OC	-1.9	0.3	-3	1	1	-6	-4	2	10	-3
CCOC(=O)N/N=C\C=C\c1ccco1	0.0	3.4	-1	0	-4	-10	-6	-1	0	0
O=c1[nH]c2ccccc2nc1/C=C(\O)C(F)F	-3.3	-0.1	nt	3	2	-3	-3	0	18	-12
CCOC(=O)Cc1ccc2sc(-c3ccccc3)nc2c1	7.2	-2.5	4	4	1	4	1	0	-41	-3
O=C(COC(=O)CNS(=O)(=O)c1c(Cl)cccc1Cl)Nc1ccccc1Sc1ccccc1	0.7	-0.6	nt	3	-4	2	1	-2	-4	10
CCOc1ccccc1N1CCN(C(=O)c2c(Cl)cnn2C)CC1	-0.9	0.5	nt	1	4	-3	-6	0	5	16
CC(=O)NS(=O)(=O)c1ccc(N)cc1	-2.6&-1.7	-1.1&2.8	-1&-6	2&0	-2&4	-4&0	5&5	-5&2	14&9	-5&-6
CCOC(=O)C1=C(COc2ccc(F)cc2Cl)NC(=O)NC1c1cc(C)ccc1C (stereo unspecified)	1.4	0.7	-1	4	-4	-3	-13	-2	-8	8
COc1ccc(C(=O)NCCCN(C)CCCNC(=O)c2ccc(OC)cc2)cc1	0.2	0.2	-1	-7	-3	-5	-1	-2	-1	11
Cc1ccccc1N=C(NOCc1ccccc1)c1nonc1N	5.8	-0.2	-1	-4	0	0	2	-3	-29	5
CN=C1SC(CC(=O)Nc2ccccc2F)C(=O)N1/N=C/c1ccc(O)c(OC)c1 (stereo unspecified)	-2.4	1.3	-4	-2	-1	0	3	0	13	4
Cc1cc(C)c2nc(-c3ccccn3)cc(C(=O)N3CCCC3)c2c1	-3.6	1.2	-5	2	1	0	-7	-6	19	7
S=C(NCCCc1ccccc1)Nc1ccccc1Cl	6.9	1.6	5	-6	2	1	-2	-1	-50	-5
CC1Cc2ccccc2N1C(=O)CN1C(=O)NC(C)(c2ccc3c(c2)OCCO3)C1=O (stereo unspecified)	-2.7	-0.4	4	1	-1	0	3	2	13	-11
COc1ccc(N(C(=O)c2cccc(OC)c2OC)C2C=CS(=O)(=O)C2)cc1 (stereo unspecified)	-2.0	0.0	-3	-2	-1	0	-3	7	11	-17
O=C(Nc1ccccc1O)c1ccc2c(c1)C(=O)N(c1ccccc1)C2=O	-0.4	2.9	nt	0	3	5	1	-4	2	11
CC(C)N(Cc1cc2ccccc2[nH]c1=O)C(=O)C(C)(C)C	0.1	2.7	-3	5	4	-4	-2	2	-1	-10
CC(C)(C)OC(=O)C[C@@H]1C/C=C\C[C@@H](CC(=O)NCCO)C(=O)N[C@H](Cc2ccccc2)COC1=O	-0.3	-0.1	1	4	2	1	-10	3	2	-5
COC(=O)c1ccccc1NC(=O)COc1ccc(S(=O)(=O)N2CCCC2)cc1C	-0.9	-0.2	-4	-5	0	0	-5	5	5	-3
Cc1ccc(S(=O)(=O)c2nc(-c3ccccc3Br)oc2N(C)C)cc1	-1.5	-0.4	0	-4	-1	-4	-1	1	8	-1
S=c1[nH]nc(-c2ccc3ncccc3c2)n1-c1ccc2c(c1)OCCO2	-0.4	-1.0	-7	0	-3	-1	-2	-3	2	-19

The list goes on.
SMILES	MOR-DOR ag	LANA DNA inh	CAL-PDZ inh HTS	RTF Ca sens act	HTR5A ag ctr	Keap1 Nrf2 FP	RTF Ca sens inh	V-ATPase pH	MOR-DOR inv ag	HTR5A inv ag
CC(NC(=S)NCCN1CCOCC1)C12CC3CC(CC(C3)C1)C2 (stereo unspecified)	nt	-0.9	-3	nt	nt	-12	nt	0	nt	nt
COc1ccc(C(C(=O)NCC2CCCO2)N(C(=O)Cn2nnc3ccccc32)c2ccc(NC(C)=O)cc2)cc1 (stereo unspecified)	-1.9	-0.1	-3	1	0	-4	-1	5	10	-1
O=C(CN1CCN(S(=O)(=O)c2ccc(F)cc2)CC1)NCC1(N2CCOCC2)CCCCC1	1.5	-0.4	-6	-1	-3	3	-4	-1	-6	8
Cc1ccc(-c2csc(NC(=O)CSc3nc4ccccc4o3)n2)cc1	3.6	2.3	-4	16	3	-3	-2	3	-19	-11
O=C(Cc1ccc(Cl)cc1)NNC(=O)c1cnccn1	-1.5	0.6	3	-2	0	-4	-11	-2	9	1
